DRD3 agonist – D3 dopamine receptor (human) agonism | D3R DiscoveRx beta-arrestin cells, luminescence, 90 min | AID 652048 | P35462 | 0.58% of 410,000 active | max activation, %; in the data active means max activation above about 30%; further: 0% is about no effect; mostly tested at two doses, the higher about 12 µM
Target sequence (P35462 whole entry, looked up): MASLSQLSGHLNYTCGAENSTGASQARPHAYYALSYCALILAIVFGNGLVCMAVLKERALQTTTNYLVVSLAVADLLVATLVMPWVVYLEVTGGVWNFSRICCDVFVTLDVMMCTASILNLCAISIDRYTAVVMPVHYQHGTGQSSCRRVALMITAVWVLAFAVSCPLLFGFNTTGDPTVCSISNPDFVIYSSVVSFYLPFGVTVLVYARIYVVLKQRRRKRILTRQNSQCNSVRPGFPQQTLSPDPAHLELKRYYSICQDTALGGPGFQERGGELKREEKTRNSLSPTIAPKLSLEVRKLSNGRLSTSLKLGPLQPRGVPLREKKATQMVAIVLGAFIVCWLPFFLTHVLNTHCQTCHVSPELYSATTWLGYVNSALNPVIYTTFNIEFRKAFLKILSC
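Agonist mode: compounds and dopamine controls were applied to plated cells for 90 min at 37 degrees C after an overnight attachment at 1500 cells/well. Luminescent read-out followed 30 - 60 minutes at room temperature with DiscoveRx detection reagent.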
DRD3 antagonist – D3 dopamine receptor (human) antagonism; P35462; D3R cells, DiscoveRx beta-arrestin luminescence, antagonist mode; hits give low values; max response, negative = inhibition, %; 2.5% of 360,000 active; in the data active means max response below about -50%; inconclusive means no clear call, values can overlap the other calls; further: on the % scale 0 is the no-effect control and ±100 the full control effect; mostly tested at two doses, the higher about 12 µM
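Cells expressing the human receptor were seeded at 1500 cells/well, incubated overnight at 37 degrees C in 5% CO2, then exposed to library compounds with dopamine controls for 90 minutes at 37 degrees C before luminescent detection.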
IL-2 act – activates IL-2 in a cell-based reporter assay; IL-2 activation reporter assay, cell-based qHTS; stimulated with anti-CD3/CD4/CD28 beads; in transgenic mouse T cells; 0.065% of 360,000 active; activation, % (series mostly up to about 46 µM); in the data active means activation above about 50%; inconclusive means mostly about 30% to 49%; further: 0% is about no effect
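Quantitative HTS in unstimulated transgenic mouse T cells, with memory T cells as non-tolerant control and PMA/ionomycin as tolerance-bypass control. Compound pretreatment lasted 60 minutes before 18 h bead stimulation; EGFP/DsRed fluorescence read.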
GLP-1R agonist – activates the human GLP-1 receptor. Potency, µM (top dose mostly 45.6 µM), without a hit: at the top dose activation, usual class: activators. P43220. HEK293 GLP-1R CRE-luciferase, luminescence, 4-6 h; cells express a hypersensitive GLP-1R form. 0.007% of 380,000 active; further: potency means the concentration at half of the fitted maximal effect; % of control where 0% means no effect
Target sequence (P43220 whole entry, looked up): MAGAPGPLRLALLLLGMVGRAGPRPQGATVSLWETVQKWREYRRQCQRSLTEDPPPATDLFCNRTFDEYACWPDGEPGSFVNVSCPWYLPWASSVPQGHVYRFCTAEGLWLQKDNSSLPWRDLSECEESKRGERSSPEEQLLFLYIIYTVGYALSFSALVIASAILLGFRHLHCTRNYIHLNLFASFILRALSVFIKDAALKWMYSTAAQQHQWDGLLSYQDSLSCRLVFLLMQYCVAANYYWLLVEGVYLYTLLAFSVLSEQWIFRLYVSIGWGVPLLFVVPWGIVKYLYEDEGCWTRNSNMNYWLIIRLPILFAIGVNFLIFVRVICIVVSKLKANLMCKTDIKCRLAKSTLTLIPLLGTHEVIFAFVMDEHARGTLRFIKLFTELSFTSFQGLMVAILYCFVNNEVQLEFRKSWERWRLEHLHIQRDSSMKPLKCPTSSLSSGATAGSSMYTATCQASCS
GLP-1R inv ag – acts as inverse agonist at human GLP-1 receptor | P43220 | Potency, µM (top dose mostly 38.3 µM), for inactives: at the top dose activity change, negative = inhibition, actives largely listed as inhibitors | 1.6% of 410,000 active | HEK293 GLP-1R CRE-luciferase, luminescence, 24 h; GLP-1R form is constitutively active; further: potency means the concentration at half of the fitted maximal effect; on the % scale 0 is the no-effect control and ±100 the full control effect; nearly all actives have a fitted effect of over 55% in size
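HEK293 cells stably co-expressing constitutively active GLP-1R and a cAMP-responsive luciferase reporter were seeded in DMEM with 10% Nu serum, given compounds after 12 h, and incubated 24 h at 37 deg C. Luminescence was then read.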
WRN inhibitor – inhibitors of human WRN helicase; WRN helicase unwinding, fluorescent forked duplex, kinetic; Potency, µM (doses to about 114 µM), without a hit: top-dose activity change, negative = inhibition, actives largely listed as inhibitors; 0.46% of 360,000 active; AID 651768; further: potency means the concentration at half of the fitted maximal effect; on the % scale 0 is the no-effect control and ±100 the full control effect; nearly all actives have a fitted effect of over 55% in size
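Kinetic fluorescence helicase assay: unwinding of a quenched forked DNA duplex (100 nM final) with 2 mM ATP final raises red fluorescence (525/598 nm). Compounds sat 15 min at room temperature with 20 nM WRN beforehand.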
PLK1 PBD inh – PLK1 (human) polo-box domain binding inhibition. Plk1 PBD binding of FITC phosphopeptide, fluorescence polarization. Potency, µM, for the others: max response, negative = inhibition, actives largely listed as inhibitors. 2.8% of 360,000 active. AID 720504; further: potency means the concentration at half of the fitted maximal effect; series mostly up to about 57 µM; on the % scale 0 is the no-effect control and ±100 the full control effect; nearly all actives have a fitted effect of over 65% in size
GLP1R cytotox – cytotoxic in the GLP-1 receptor inverse agonist counter-screen. HEK293 cAMP-luciferase reporter cells, luminescence, 24 h. Potency, µM (doses to about 38.3 µM), for inactives: top-dose activity change, negative = inhibition, hits mostly inhibitors. 0.13% of 410,000 active. AID 624418;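 further: loss of luciferase light is scored as toxicity; potency means the concentration at half of the fitted maximal effect; on the % scale 0 is the no-effect control and ±100 the full control effect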
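Compound-treated cells are incubated 24 hr at 37 deg C under 5% CO2 after a 12 hour attachment period, then luciferase detection reagent is added and luminescence is measured following 12 min at room temperature; lowered signal indicates toxicity.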
PI5P4K alpha inh – PI5P4K alpha (human) kinase inhibition | 1.2% of 330,000 active | PI5P4Kalpha enzyme, ADP-Glo luminescence, 60 min; hits give low values | P48426 | max response, %; active means max response of -50% or lower; inconclusive means between -30% and -50%; inactive means -30% or higher; further: value at the top dose of about 77 µM; on the % scale 0 is the no-effect control and ±100 the full control effect
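Single end-point luminescence (ADP-Glo) quantified ADP from PI5P4Kalpha turnover; ATP 5 microM final, 1 h at RT, 0.1% CHAPS and 0.28 mM EGTA in HEPES pH 7.4.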
Starred values were filed as active, the others as inactive; ? = inconclusive; . = no result given; [ ] = dose if it differs, or a comment. Unless noted, the call rests on the fitted dose curve; in most records, active means well fitted curve in the direction sought with a large enough effect; inconclusive means small, poorly fitted or top-dose-only effect, or another doubt; inactive means no such curve, though single readings can be large; an effect the other way counts as inactive or inconclusive.

entry	Molecule	DRD3 agonist	DRD3 antagonist	IL-2 act	GLP-1R agonist	GLP-1R inv ag	WRN inhibitor	PLK1 PBD inh	GLP1R cytotox	PI5P4K alpha inh
1	Cc1cccc(NC(=O)CCS(=O)(=O)c2ccccc2)n1	2	15	0.3	5%	10%	1%	-2%	-2%	-2
2	CCn1cc(Cl)c(C(=O)Nc2c(C)nn(Cc3c(F)c(F)c(F)c(F)c3F)c2C)n1	15	5	-1.2	1%	13%	8%	2%	7%	-4
3	CC(C)(C)OC(=O)N1CCC(NC(=O)c2[nH]cnc2C(=O)N[C@@H](Cc2ccccc2)C(=O)OCc2ccccc2)CC1	0	-7	-4.9	-9%	?	-6%	-10%	0%	9
4	CCn1c(=N)c(C(=O)NCc2ccccc2)cc2c(=O)n3cc(C)ccc3nc21	9	.	.	-2%	1%	.	.	2%	.
5	Cc1cccn2c(=O)c3cc(C(=O)N(C)C)n(C)c3nc12	-3	54	-1.2	-1%	33%[activator]	0%	-21%	12%	-2
6	N#CCSc1nnc(COc2ccccc2)n1-c1ccccc1	-3	10	0.8	1%	15%	-2%	-7%	4%	.
7	CCCCCC(=O)N/N=C(\C)c1ccc(NC(=O)c2ccco2)cc1	0	-15	-2.6	8%	-1%	-21%	-1%	12%	5
8	Fc1ccc(-n2c(Cc3ccccc3)nnc2SCc2nc(-c3ccc(Cl)cc3)no2)cc1	2	23	-0.2	7%	0%	-10%	1%	-15%	.
9	CC(Sc1n[nH]c(N)n1)C(=O)NC1CCCCC1C (configuration not stated)	2	1	1.5	-1%	11%	3%	-8%	4%	-2
10	COC(=O)CCCC(=O)N1CCCC(C(=O)c2ccc(-c3ccccc3)cc2)C1 (configuration not stated)	1	-10	0.1	4%	-23%	11%	3%	-8%	2
11	COCCNC(=O)CN(C(=O)Cn1nnc2ccccc21)c1ccccc1	-2	6	-4.5	3%	-2%	-10%	4%	0%	1
12	CNC(=O)COC(=O)/C=C/c1cccc(F)c1	1	19	2.6	4%	9%	-5%	2%	4%	3

Five structures from above, sorted by count of non-hydrogen atoms, lowest first.
entry	Molecule	DRD3 agonist	DRD3 antagonist	IL-2 act	GLP-1R agonist	GLP-1R inv ag	WRN inhibitor	PLK1 PBD inh	GLP1R cytotox	PI5P4K alpha inh
12	CNC(=O)COC(=O)/C=C/c1cccc(F)c1	1	19	2.6	4%	9%	-5%	2%	4%	3
5	Cc1cccn2c(=O)c3cc(C(=O)N(C)C)n(C)c3nc12	-3	54	-1.2	-1%	33%[activator]	0%	-21%	12%	-2
4	CCn1c(=N)c(C(=O)NCc2ccccc2)cc2c(=O)n3cc(C)ccc3nc21	9	.	.	-2%	1%	.	.	2%	.
2	CCn1cc(Cl)c(C(=O)Nc2c(C)nn(Cc3c(F)c(F)c(F)c(F)c3F)c2C)n1	15	5	-1.2	1%	13%	8%	2%	7%	-4
3	CC(C)(C)OC(=O)N1CCC(NC(=O)c2[nH]cnc2C(=O)N[C@@H](Cc2ccccc2)C(=O)OCc2ccccc2)CC1	0	-7	-4.9	-9%	?	-6%	-10%	0%	9

New compounds follow
entry	Molecule	DRD3 agonist	DRD3 antagonist	IL-2 act	GLP-1R agonist	GLP-1R inv ag	WRN inhibitor	PLK1 PBD inh	GLP1R cytotox	PI5P4K alpha inh
13	O=C(NCc1ccncc1)c1cn(-c2ccccc2)nc1-c1cccnc1	-1	-2	-2.4	-3%	15%	11%	4%	6%	1
14	CCOc1ccc(C(=O)N(CN2CCCC2=O)c2ccccc2)cc1	1	-20	-0.2	-1%	0%	6%	-4%	-7%	3
15	CCOC(=O)c1sc2nc(CN3CCCCC3)nc(Cl)c2c1C	-2	-6	-0.8	5%	6%	12%	-1%	-3%	-8
16	CC(=O)Nc1cc(NC(C)=O)cc(C(=O)OCC(=O)N2CC(C)OC(C)C2)c1 (configuration not stated)	1	11	-4.0	-3%	9%	3%	3%	2%	-5
17	CCc1ccc(NC(=O)C(=O)NCC2CCCN2S(=O)(=O)c2cccs2)cc1 (configuration not stated)	0	-5	-0.1	3%	?	-6%	-3%	7%	-6
18	Cc1cccc(NC(=O)c2ccc(-n3cncn3)c([N+](=O)[O-])c2)c1	-4	-20	0.5	1%	-2%	-10%	-5%	12%	2
19	CCCCCCn1c(N2CCC(C)CC2)nc2c1c(=O)[nH]c(=O)n2C	0	9	4.3	?	4%	0%	-6%	8%	19
20	O=C(c1ccccc1)n1c(=O)c(F)cn(COCCBr)c1=O	0	1	0.3	-1%	-16%	0%	-5%	5%	-2
21	O=C(CC1(O)C(=O)N(Cc2ccccc2)c2ccccc21)c1ccncc1 (configuration not stated)	-10	?	-0.4	4%	6%	0%	-8%	-19%	-7
22	COc1cccc(OCC(=O)Nc2ccccc2NC(C)=O)c1	2	-18	1.2	-4%	6%	-22%	-5%	21%	2
23	O=P(Cc1ccccc1O)(c1ccccc1)c1ccccc1	3	15	0.7	0%	-6%	-17%[57.1 µM]	6%	4%[1.53 µM]	-5
24	O=C(CCc1nc2ccccc2n1-c1ccccc1)NCCO	-26	3	-4.0	4%	5%	4%	-5%	-3%	-4
25	Cc1ccc(S(=O)(=O)NCC(C)n2cncn2)cc1C (configuration not stated)	0	12	0.6	11%	14%	1%	-6%	8%	0
26	COc1ccc(-n2c(CN3CCC(C)CC3)nc3ccc([N+](=O)[O-])cc3c2=O)c(OC)c1	-4	3	-0.3	8%	7%	0%	-13%	2%	-2
27	O=C(CN1C(=O)c2ccccc2C1=O)N1CCN(S(=O)(=O)c2ccccc2)CC1	3	4	-0.6	-1%	17%	9%	-4%	-7%	-2
28	Cc1cc(C)cc(N(CCC#N)C(=O)CSc2ncnc3sccc23)c1	5	0	-2.8	17%	12%	-25%	-3%	18%	8
29	O=C(Nc1ccc(Cl)cc1C(=O)NCC1CCCO1)c1ccc(Cl)cc1Cl (configuration not stated)	-6	17	-0.2	0%	?	-1%	0%	2%	19
30	CCSc1ncnc2c(C#N)c3n(c12)CCCCC3	-5	-10	-0.5	22%	89%[activator]	9%	-7%	-1%	-4
31	Oc1ccccc1N1CCN(C(=S)Nc2ccc(SC(F)F)cc2)CC1	3	12	-0.4	-4%	?	6%	-13%	-25%	1
32	COc1ccc(C)cc1NC(=O)c1c([N+](=O)[O-])cnn1C	0	-19	-0.3	0%	5%	0%	-2%	-6%	-4
33	O=C(O)c1ccc(N/N=C/C=C/c2ccccc2[N+](=O)[O-])cc1	-1	-15	2.1	5%	3%[0.307 µM]	-2%	-13%	21%[0.307 µM]	-7
34	NNC(=O)c1ccc(COc2ccc3ccccc3c2)o1	-9	-1	0.0	-3%	-9%	-6%	-10%	-12%	1
35	NS(=O)(=O)c1ccc(CCNC(=O)C(=O)NCC2OCCN2S(=O)(=O)c2cc(F)ccc2F)cc1 (configuration not stated)	3	-6	-0.8	-1%	21%	-4%	3%	0%	-6
36	Cc1cc(NC(=O)C(C)SCC(=O)NCc2ccc(F)cc2)no1 (configuration not stated)	8	18	-0.4	-1%	12%	-7%	0%	47%[activator]	2
37	CC(C)OC(=O)c1ccc(NC(=O)c2ccco2)cc1	-10	13	1.0	23%	-18%	-8%	-8%	-4%	9
38	Cc1cccc2c(=O)cc(C)n(CC(=O)N3CCOCC3)c12	1	10	3.1	11%	1%	-1%	-2%	14%	0
39	Cc1ccc(C(=O)N/C(=C\c2ccc3c(c2)OCO3)C(=O)N2CCOCC2)cc1	-1	-4	-0.3	13%	-12%	9%	-14%	-9%	1
40	CCOC(=O)C1CCN(C(=O)c2ccc(NS(=O)(=O)c3ccc(F)cc3C)cc2)CC1	-6	-5	-4.8	0%	-15%	3%	-1%	-5%	-21
41	CC(=O)c1ccc(NC(=O)C2(S(=O)(=O)c3ccccc3)CC2)cc1	3	-9	0.3	5%	12%	-7%	5%	9%	19
42	CC1=NC(C(F)(F)F)(C(F)(F)F)C2=C(CC(C)(C)CC2=O)N1Cc1ccco1	4	11	-3.5	5%	-2%	-14%	-3%	3%	.
43	COc1ccc(C2CC(c3c(-c4ccccc4)c4cc(Cl)ccc4[nH]c3=O)=NN2S(C)(=O)=O)cc1 (configuration not stated)	-1	-16	0.9	0%	?	1%	-2%	?	-28
44	CCn1c(SCC(=O)c2ccccc2)nnc1-c1ccoc1C	-17	-25	-1.8	-4%	-1%	-2%	-18%	-8%	7
45	COc1ccc(/C=c2\sc3nc(=O)c(C)nn3c2=O)c(OC)c1	0	15	-0.2	1%	0%	1%	5%	4%	-2
46	COc1ccc(OCC(=O)NNC(=O)C(=O)Nc2cc(OC)ccc2OC)cc1	0	8	-3.9	-5%	-5%	-7%[57.1 µM]	-2%	1%	6

In a second layout: entries from further up
38. Cc1cccc2c(=O)cc(C)n(CC(=O)N3CCOCC3)c12
39. Cc1ccc(C(=O)N/C(=C\c2ccc3c(c2)OCO3)C(=O)N2CCOCC2)cc1
40. CCOC(=O)C1CCN(C(=O)c2ccc(NS(=O)(=O)c3ccc(F)cc3C)cc2)CC1
41. CC(=O)c1ccc(NC(=O)C2(S(=O)(=O)c3ccccc3)CC2)cc1
42. CC1=NC(C(F)(F)F)(C(F)(F)F)C2=C(CC(C)(C)CC2=O)N1Cc1ccco1

| assay / compound | 38 | 39 | 40 | 41 | 42 |
| --- | --- | --- | --- | --- | --- |
| DRD3 agonist | 1 | -1 | -6 | 3 | 4 |
| DRD3 antagonist | 10 | -4 | -5 | -9 | 11 |
| IL-2 act | 3.1 | -0.3 | -4.8 | 0.3 | -3.5 |
| GLP-1R agonist | 11% | 13% | 0% | 5% | 5% |
| GLP-1R inv ag | 1% | -12% | -15% | 12% | -2% |
| WRN inhibitor | -1% | 9% | 3% | -7% | -14% |
| PLK1 PBD inh | -2% | -14% | -1% | 5% | -3% |
| GLP1R cytotox | 14% | -9% | -5% | 9% | 3% |
| PI5P4K alpha inh | 0 | 1 | -21 | 19 | . |
